# Screening results from PubChem.
# M1 PAM: potentiates human M1 receptor response to acetylcholine | CHO-K1 hM1, Fluo-8 calcium fluorescence, ACh EC20; 0% = ACh EC20, 100% = maximal ACh | activation, % at 3 µM | 360,000 tested, 0.088% active | AID 588819; in the data active means activation above about 19%, passing the limit was not always enough
# Target sequence (P11229 whole entry, looked up): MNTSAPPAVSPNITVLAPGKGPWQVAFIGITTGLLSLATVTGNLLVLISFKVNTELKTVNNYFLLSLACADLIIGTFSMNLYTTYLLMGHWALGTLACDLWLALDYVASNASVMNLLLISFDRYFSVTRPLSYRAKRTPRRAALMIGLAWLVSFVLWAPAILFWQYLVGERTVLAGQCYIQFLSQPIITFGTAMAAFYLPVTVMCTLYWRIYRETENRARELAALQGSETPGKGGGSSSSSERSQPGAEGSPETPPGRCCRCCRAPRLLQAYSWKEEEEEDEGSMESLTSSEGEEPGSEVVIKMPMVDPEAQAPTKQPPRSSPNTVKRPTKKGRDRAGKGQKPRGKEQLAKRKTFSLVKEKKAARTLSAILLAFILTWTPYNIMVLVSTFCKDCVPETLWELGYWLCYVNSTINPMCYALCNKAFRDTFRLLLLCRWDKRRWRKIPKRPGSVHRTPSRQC
# CHRM5 antagonist: antagonists of human muscarinic M5 receptor (CHRM5). CHO-hM5 cells, Fluo-8 calcium fluorescence, ACh EC80. inhibition, % at 3 µM. 360,000 tested, 0.59% active. AID 624040;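 active means inhibition above a per-plate cutoff, the mean of that plate's test compounds plus 3 SD, cut at about 27% in these data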;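 further: 0% = acetylcholine EC80 with DMSO and 100% = DMSO without agonist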
# Target sequence (P08912 whole entry, looked up): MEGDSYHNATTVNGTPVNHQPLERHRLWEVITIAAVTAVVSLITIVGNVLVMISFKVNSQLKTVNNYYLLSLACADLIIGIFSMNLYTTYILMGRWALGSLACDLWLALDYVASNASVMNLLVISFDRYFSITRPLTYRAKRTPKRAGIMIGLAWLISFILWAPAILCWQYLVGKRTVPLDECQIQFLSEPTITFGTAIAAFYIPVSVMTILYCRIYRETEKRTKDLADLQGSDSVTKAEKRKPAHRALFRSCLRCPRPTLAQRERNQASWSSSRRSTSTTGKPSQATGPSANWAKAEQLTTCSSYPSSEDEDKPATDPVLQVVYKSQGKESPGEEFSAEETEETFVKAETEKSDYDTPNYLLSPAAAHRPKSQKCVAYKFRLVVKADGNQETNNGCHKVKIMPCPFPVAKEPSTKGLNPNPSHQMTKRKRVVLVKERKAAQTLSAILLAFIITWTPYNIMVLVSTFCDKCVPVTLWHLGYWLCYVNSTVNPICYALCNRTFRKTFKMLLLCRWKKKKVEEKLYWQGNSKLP
# CRFR2-BP ag: agonists of human CRF-binding protein/CRF-R2 receptor complex. HEK293 CRF-R2/CRF-BP, calcium dye fluorescence (FLIPR); percent of saturating CRF peptide response. activation, % at 13.2 µM. 350,000 tested, 0.46% active;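 active means activation of at least 50%, plus an integration ratio under a set limit after plate pattern correction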;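 further: plate controls were neutral control wells without compound for no effect and CRF at EC100 for full effect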
# CHRM4 PAM: CHRM4 positive allosteric modulation; P08173; CHO-K1 hM4/Gqi5, Fluo-8 calcium fluorescence, ACh EC20; 0% = ACh EC20, 100% = maximal ACh; activation, % at 3 µM; 360,000 tested, 0.4% active; AID 624126;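 active means activation above its plate's cutoff, the mean activation of sample wells plus 3 SD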; further: some results filed as inactive read as strong as hits
# CHRM4 antagonist: CHRM4 antagonism in calcium assay. inhibition, % at 3 µM. CHO-hM4 cells, ACh EC80, Fluo-8 calcium fluorescence. AID 624125. 360,000 tested, 0.73% active. P08173;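 active means inhibition above its plate's cutoff, the mean inhibition of sample wells plus 3 SD, cut at about 27% in these data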;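 further: 0% = acetylcholine EC80 with DMSO and 100% = DMSO without agonist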
# CHRM5 agonist: CHRM5 agonism in calcium assay | AID 624037 | 360,000 tested, 0.19% active | CHO-K1 hM5 cells, Fluo-8 calcium fluorescence; 0% DMSO wells, 100% maximal acetylcholine response | P08912 | activation, % at 3 µM;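 active means activation above the run's mean over test compounds plus 3 SD, cut at about 23% in these data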;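 further: signal is peak over basal fluorescence ratio across the kinetic read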
# M4 ag: agonists of human muscarinic M4 receptor (CHRM4); 360,000 tested, 0.14% active; CHO-K1 hM4/Gqi5, Fluo-8 calcium fluorescence; vehicle 0%, full acetylcholine response 100%; activation, % at 3 µM; P08173;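 active means activation above the run mean over all test wells plus 3 SD, cut at about 32% in these data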;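 further: peak over basal fluorescence ratio per well then scaled between controls; 0% = DMSO wells and 100% = acetylcholine at EC100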
# CHRM5 PAM: positive allosteric modulators of human muscarinic M5 receptor. P08912. CHO-K1 hM5, Fluo-8 calcium, ACh EC20 PAM; 0% = ACh EC20, 100% = ACh EC100. activation, % at 3 µM. 360,000 tested, 0.3% active. AID 624038;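 active means activation above the run cutoff, the mean activation of all test compounds plus 3 SD, cut at about 18% in these data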
#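 Replicates: One well per compound, no replicates | System: Human M5 receptor in CHO-K1 cells | Benchmarks: Low control EC20 acetylcholine (0%), high control EC100 acetylcholine (100%) | Probe or stimulus: Acetylcholine, EC20 level | Times: Fluo-8 loading 80 min at 37 °C plus 30 min room temperature | Signal: Intracellular calcium via Fluo-8 fluorescence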
# M1 antag: human CHRM1 antagonism. P11229. 360,000 tested, 1.3% active. CHO-K1 hM1, Fluo-8 calcium fluorescence, ACh EC80 antagonist. inhibition, % at 3 µM;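 active means percent inhibition above its own plate's cutoff, namely the mean of that plate's compound wells plus 3 SD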;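 further: peak over basal fluorescence ratio during 140 s after agonist addition; 0% = ACh EC80 plus DMSO and 100% = DMSO alone without agonist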
# Active calls of the source: *; / = not tested or not shown.
SMILES,M1 PAM,CHRM5 antagonist,CRFR2-BP ag,CHRM4 PAM,CHRM4 antagonist,CHRM5 agonist,M4 ag,CHRM5 PAM,M1 antag
COCCN(C(=O)Cc1cccs1)c1nnc(-c2cccnc2)s1,0.6,-13.5,0.5,5.3,-4.4,-1.1,2.9,5.6,-23.9
Cc1cc(-n2c(C)cc(C(=O)CSc3nc(N)cc(=O)[nH]3)c2C)no1,-1.4,-5.3,-1.7,4.3,-11.4,3.4,0.3,6.3,-2.0
CN(Cc1ccccc1)C(=O)COC(=O)COc1ccc(C#N)cc1,0.7,1.2,-0.8,-3.7,-1.2,0.2,2.4,0.6,-0.9
CCCCn1c(N)c(N(CC(C)C)C(=O)CCCc2nc3ccccc3s2)c(=O)[nH]c1=O,12.4,2.7,-0.1,7.0,5.0,1.2,1.2,-2.4,-12.1
Cc1ccc(C2Nc3cccc4cccc(c34)N2)s1,-2.3,4.0,3.2,-0.6,0.1,-0.3,0.6,1.9,10.9
COC(=O)c1cc(-c2ccc(OC)cc2)on1,14.8,11.9,-1.5,17.2,-8.3,-6.4,0.2,7.1,-16.6
Cc1ccc(-c2csc(/C=C3\SC(C)C(=O)N3CC(=O)Nc3ccccc3F)n2)cc1 (centres undefined),7.3,0.1,-0.1,-4.6,4.3,-0.1,0.2,-2.4,-10.3
CCCN(CCC)CCCNC(=O)c1ccc2c(Cl)c3c(nc2c1)CCC3,6.0,9.3,-0.3,-1.3,-6.6,-4.5,1.7,0.6,-8.0
O=C(O)Cc1sc(=O)[nH]c1O,-8.1,-1.6,6.4,2.4,3.5,-0.3,-0.1,11.2,16.3
O=C(CNC(=O)c1cccs1)OCc1ccc(Cl)cc1,-1.0,1.3,-1.5,7.9,-15.4,-3.9,0.4,-3.1,2.7
CC(=O)c1ccc(OCC(=O)OCC(=O)c2ccc(S(=O)(=O)N3CCCCC3)cc2)cc1,2.2,6.7,-0.2,-7.3,6.0,6.0,10.1,-6.2,-15.8
O=C(COC(=O)Cc1ccc(Cl)cc1)NCc1ccco1,7.3,17.6,-0.3,2.8,0.2,0.9,0.0,-6.6,-9.3
CC(C)(C)OC(=O)NNC(=O)Nc1ccccc1C(F)(F)F,9.9,-16.6,-1.5,8.9,-2.4,-1.2,1.1,1.6,-8.3
c1ccc(CN2CCC(Nc3nc(-c4cccnc4)nc4ccccc34)CC2)cc1,-17.2,13.0,0.8,-7.6,-8.5,-10.1,6.5,-3.9,27.1
CCCc1cc2c(=O)c(-c3ccccn3)c(C)oc2cc1O,4.7,0.8,0.3,3.0,1.7,3.1,0.3,2.5,-27.3
Cc1ccc(/C(O)=C2/C(=O)C(=O)N(CCN3CCOCC3)C2c2ccccn2)cc1 (centres undefined),6.2,-6.4,4.5,-0.4,2.3,-0.1,0.2,13.3,-7.1
Cc1ccc(C(=O)COC(=O)CNC(=O)c2ccc(Br)o2)cc1[N+](=O)[O-],2.1,-2.4,-3.8,-3.5,4.0,-4.6,3.6,5.7,0.8
CCCCN(C)CCCNC(=O)CN1C(=O)COc2ccc(S(=O)(=O)N3CCOCC3)cc21,6.7,2.4,-1.6,4.4,-3.3,-4.9,0.8,3.0,-8.9
COc1cccc(C2=NOC(C(=O)NCc3cccs3)C2)c1 (centres undefined),6.7,4.6,-1.2,-8.3,6.5,-1.6,2.0,1.9,-10.3
CC(C)CN(C(=O)CN1C(=O)NC2(CCc3ccccc32)C1=O)C1CCS(=O)(=O)C1 (centres undefined),15.7,-12.7,0.3,7.2,-9.2,-0.5,0.0,4.2,-14.7
COc1cccc(C(=O)Nc2ccc(NC(=O)C3CCCCC3C(=O)O)cc2)c1 (centres undefined),-0.1,-7.5,-1.2,1.1,-0.9,2.0,0.6,7.0,-0.3
CCC(C)NC(=O)C1CCN(S(=O)(=O)c2cccc3nonc23)CC1 (centres undefined),8.6,1.5,0.2,6.2,-8.4,-1.9,0.2,3.1,-11.9
Cc1cc(C=C2C(=O)c3ccccc3C2=O)c(C)n1-c1ccc(C(=O)O)cc1,-4.0,0.5,-1.7,-2.5,0.9,-5.7,1.1,-6.2,6.4
N#Cc1ccc(-c2ccccc2)nc1SCCN1CCOCC1,-3.8,2.1,3.5,-3.1,2.5,-2.6,2.7,-5.1,0.3

# Given with the structure last: part of the list above
M1 PAM | CHRM5 antagonist | CRFR2-BP ag | CHRM4 PAM | CHRM4 antagonist | CHRM5 agonist | M4 ag | CHRM5 PAM | M1 antag | SMILES
-4.0 | 0.5 | -1.7 | -2.5 | 0.9 | -5.7 | 1.1 | -6.2 | 6.4 | Cc1cc(C=C2C(=O)c3ccccc3C2=O)c(C)n1-c1ccc(C(=O)O)cc1
9.9 | -16.6 | -1.5 | 8.9 | -2.4 | -1.2 | 1.1 | 1.6 | -8.3 | CC(C)(C)OC(=O)NNC(=O)Nc1ccccc1C(F)(F)F
6.7 | 4.6 | -1.2 | -8.3 | 6.5 | -1.6 | 2.0 | 1.9 | -10.3 | COc1cccc(C2=NOC(C(=O)NCc3cccs3)C2)c1 (centres undefined)
15.7 | -12.7 | 0.3 | 7.2 | -9.2 | -0.5 | 0.0 | 4.2 | -14.7 | CC(C)CN(C(=O)CN1C(=O)NC2(CCc3ccccc32)C1=O)C1CCS(=O)(=O)C1 (centres undefined)

# Next part:
SMILES,M1 PAM,CHRM5 antagonist,CRFR2-BP ag,CHRM4 PAM,CHRM4 antagonist,CHRM5 agonist,M4 ag,CHRM5 PAM,M1 antag
COc1ccccc1NC(=O)COC(=O)/C=C/c1ccccc1[N+](=O)[O-],0.6,-1.3,-1.3,5.5,-1.9,-1.8,6.6,-5.5,5.7
CS(=O)(=O)c1ccc(S(=O)CC(=O)OCc2ccccc2)c([N+](=O)[O-])c1 (centres undefined),5.7,15.2,5.4,-0.3,14.9,5.3,4.3,-4.1,1.5
CCN(CC(=O)Nc1c(F)cccc1F)C(=O)C1COc2ccccc2O1 (centres undefined),11.2,-8.8,-1.5,22.3,-7.8,7.8,3.5,5.3,-6.2
CCN(C[C@H]1N[C@@](C)(C(=O)OC)[C@H]2C(=O)N(Cc3ccccc3)C(=O)[C@@H]12)C(=O)Nc1ccccc1,3.8,-2.2,0.8,3.2,-20.8,-0.4,1.3,-4.3,-10.6
CC(=O)Nc1ccc(NC(=O)Cn2c(=O)n(-c3ccccc3)c(=O)c3oc4ccccc4c32)cc1,8.4,-8.5,1.2,3.0,-1.3,4.1,0.6,9.2,-5.0
Cc1ccc(S(=O)(=O)NCCC2=CCCCC2)cc1,5.5,-5.1,0.3,2.4,-9.5,-5.3,-0.5,0.7,2.8
Cn1c(=O)c2c(ncn2CC(=O)OCC(=O)Nc2ccccc2)n(C)c1=O,4.5,9.4,0.0,-2.8,4.3,-0.4,1.4,0.9,-1.5
Cc1nn(CC(=O)NNC(=O)c2cccc(Br)c2)c(C)c1[N+](=O)[O-],11.7,-7.3,-4.0,0.9,-7.1,-3.0,1.5,8.0,-16.4
N#Cc1c(-c2ccc(Cl)cc2)ccn2nc(CCC(=O)O)nc12,4.2,-5.4,0.2,6.4,-5.2,-1.7,0.8,11.9,-22.5
O=C(Nc1cccc(-c2nn[nH]n2)c1)c1ccc(Br)s1,8.1,-6.5,3.9,10.8,-8.6,-3.8,-0.8,3.2,0.4
Cc1cc(C)c(NC(=O)c2cccc(NC(=O)c3ccco3)c2)c(C)c1,5.8,-9.7,-1.9,-2.1,-6.1,0.0,2.8,1.9,-16.1
COc1ccc(/C=N/NC(=O)CCn2c3ccccc3c3ccccc32)cc1OC,2.6,-8.4,11.2,3.0,-1.3,-1.3,1.1,0.1,1.4
Nc1ccc(S(=O)(=O)Nc2cnc3c(Cl)cccc3n2)cc1,9.2,10.8,-1.1,-0.3,1.1,2.8,0.2,3.1,-18.1
COc1cccc(CNc2nc(SC)ncc2CO)c1,1.7,4.0,1.3,-0.9,6.2,-1.1,4.1,-0.3,-3.3
O=C(c1coc2ccc(O)c(CN3CCOCC3)c12)C1CC1,-0.1,-0.4,0.1,-1.6,0.7,-6.6,0.6,-0.8,-7.8
COc1ccc(-c2nnc(NC(=O)c3ccc([N+](=O)[O-])o3)o2)c(OC)c1,15.6,9.3,-2.1,9.2,4.0,-1.1,0.1,-1.6,-13.3
COc1ccc(C(=O)Oc2cc3c4c(c2)C(C)=CC(C)(C)N4C(=O)C3=O)cc1OC,7.3,7.1,5.8,3.6,4.9,11.9,1.6,-6.5,-9.2
Fc1cccc(Cl)c1/C=N/Nc1c(Cl)cncc1Cl,-1.0,-1.9,-1.0,-0.2,-13.7,-7.7,-2.8,-7.2,-7.2
O=C(Oc1ccccc1)N1CCCCC1,-3.1,0.1,-1.6,-5.3,-3.9,-2.3,-0.8,-0.6,-5.0
CCOc1cc(C(=O)Nc2c(C)ccc3nsnc23)cc(OCC)c1OCC,-2.8,2.1,-0.9,-5.3,-9.2,-0.3,5.7,-11.6,6.9
C=CCN1CCN(C(c2cccc(OC)c2OC)c2nnnn2CCC(C)C)CC1 (centres undefined),4.7,-9.3,-1.1,-0.3,1.3,-7.3,1.1,-0.5,-4.9
Cc1ccccc1S(=O)(=O)Cc1ccc(C(=O)NC2CCCCCC2)o1,16.8,-3.3,-0.4,15.3*,8.5,3.1,4.5,9.5,-14.0
CC(C#N)Sc1nnc(Nc2ccccc2)s1 (centres undefined),-4.8,8.6,2.0,-2.3,8.8,-3.0,1.1,5.2,9.4
CN1/C(=C\C(=O)C[n+]2cccc(Br)c2)C(C)(C)c2ccccc21,-2.8,13.1,-0.6,-1.1,-2.0,-16.1,1.3,-6.1,7.4
OC(COC(c1ccccc1)c1ccccc1)CN1CCN(c2cccc(Cl)c2)CC1 (centres undefined),-21.1,1.6,-0.6,-9.0,16.7,-5.7,0.5,-3.6,13.1
O=C(Nc1nnc([C@@H]2C[C@H](O)[C@@H](CO)O2)s1)Nc1cccc(Cl)c1Cl,-8.0,5.0,/,0.9,4.1,0.4,0.9,-1.2,21.1
CSC(=O)NC(=O)NC(=O)c1ccc([N+](=O)[O-])cc1,11.4,-4.8,-1.7,-4.3,-12.6,-0.3,0.5,-4.3,-19.0
Cc1cccc(N2CCN(S(=O)(=O)c3ccc(-c4coc(C)n4)cc3)CC2C)c1 (centres undefined),0.3,10.2,-0.1,-6.6,5.6,-5.3,0.9,-5.0,-1.8
CCOc1ccc(NC(=S)N(CCOC)C(C)c2ccco2)cc1 (centres undefined),3.8,8.2,-2.6,-5.9,2.4,0.9,0.5,2.2,-8.5
COC(=O)[C@@]12C[C@@H](CC(=O)NCc3cccs3)C(=O)N(CCc3ccc(OC)c(OC)c3)C1=CCC(C)(C)C2,/,10.6,/,-5.1,-12.3,2.4,18.7,-11.1,/
O=[N+]([O-])c1ccc(N=Nc2c(Cl)cc(O)cc2Cl)cc1,-5.1,29.6*,31.1,-10.9,11.3,11.6,15.9,-21.0,31.9*
Cc1cc(NS(=O)(=O)c2ccc(NC(=O)COc3ccc(Cl)c(C)c3)cc2)no1,4.1,3.1,1.6,5.3,-15.6,-5.4,0.1,0.7,-13.5
CCOc1c(OC)cccc1C1CC(=O)Nc2cc(OC)c(OC)cc21 (centres undefined),7.7,-4.9,-0.9,5.9,-13.8,3.7,0.5,3.9,-6.5
